GLD-1 RNA inh = GLD-1-TGE RNA interaction inhibition (C. elegans); Q17339; purified GLD-1 + fluorescein TGE RNA, fluorescence polarization; inhibition, % at 5.96 µM; 0.44% of 320,000 active;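 active = percent inhibition above a per-plate cutoff, the plate mean of test compounds plus 3 SD, cut at about 30% in these data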;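 note: 0% = DMSO wells with GLD-1 and probe and 100% = wells lacking GLD-1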
Target sequence (Q17339 whole entry, looked up): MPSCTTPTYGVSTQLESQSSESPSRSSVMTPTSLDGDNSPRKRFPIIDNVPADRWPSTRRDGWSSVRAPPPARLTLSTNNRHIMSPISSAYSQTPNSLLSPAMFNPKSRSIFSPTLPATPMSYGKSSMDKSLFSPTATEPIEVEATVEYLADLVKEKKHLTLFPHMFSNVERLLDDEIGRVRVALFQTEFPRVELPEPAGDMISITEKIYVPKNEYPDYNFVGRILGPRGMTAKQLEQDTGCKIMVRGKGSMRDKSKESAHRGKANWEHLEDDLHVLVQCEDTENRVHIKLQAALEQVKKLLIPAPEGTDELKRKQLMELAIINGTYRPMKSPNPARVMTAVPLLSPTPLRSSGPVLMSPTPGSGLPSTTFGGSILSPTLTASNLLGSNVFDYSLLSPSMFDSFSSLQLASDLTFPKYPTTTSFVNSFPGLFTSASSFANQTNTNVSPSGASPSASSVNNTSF
ZTA counter = counter-screen for EBNA-1 inhibitors: inhibitors of Epstein-Barr virus ZTA; P03206; ZTA-DNA binding, fluorescence polarization; inhibition, % at 11 µM; 0.15% of 320,000 active; AID 2234; in the data active = inhibition above about 33%
Target sequence (P03206 whole entry, looked up): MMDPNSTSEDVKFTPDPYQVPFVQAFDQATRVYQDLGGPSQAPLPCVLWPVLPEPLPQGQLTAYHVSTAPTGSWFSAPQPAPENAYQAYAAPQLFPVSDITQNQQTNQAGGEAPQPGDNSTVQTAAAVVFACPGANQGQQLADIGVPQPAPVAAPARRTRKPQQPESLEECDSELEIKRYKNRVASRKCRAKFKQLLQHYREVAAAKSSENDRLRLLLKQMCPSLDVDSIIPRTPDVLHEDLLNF
Fam108B inh = counter-screen for RBBP9 inhibitors: inhibitors of mouse Fam108B | recombinant Fam108B, FP-Rh probe fluorescence polarization | inhibition, % at 9.51 µM | 0.33% of 300,000 active | AID 1947;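 active = inhibition above the screen mean inhibition plus 3 SD, computed separately per campaign, cut at about 18% in these data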;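 note: inhibitors lower polarization as less probe binds the enzyme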
CR mimetic SO = caloric restriction mimetics inhibiting age-related superoxide in yeast; S. cerevisiae aged cells, superoxide DHE fluorescence; stronger effect = lower value; AID 2690; 0.18% of 330,000 active; superoxide response (% of plate mean), % at 10 µM;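 active = superoxide response under a set limit, about three screen SD below normal, cut at about 65% in these data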;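 note: yeast aged for seven days with compound at 30 °C before DHE staining; 100% = average MFI of all compound-treated wells on the plate with controls excluded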
Efflux pump mplx = blocks antifungal efflux pumps in multiplex yeast assay | S. cerevisiae Candida pump triplex, Nile Red efflux | inhibition, % at 10 µM | 0.44% of 330,000 active;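 active = plate passing quality check with inhibition over a set limit, or well fluorescence over plate mean plus 4 SD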;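 note: Nile Red retained in pooled yeast measured as flow cytometry median fluorescence; 0% = buffer negative control and 100% = Enniatin B positive control; higher means more Nile Red kept so more efflux inhibition; some compounds called inactive have numbers as strong as hits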
MEX-5 binding = C. elegans MEX-5 TCR-2 RNA binding activity. MEX-5/FITC-TCR2 RNA binding, fluorescence polarization; stronger effect = lower value. activity score (negative = inhibition of binding), % at 10 µM. 0.38% of 300,000 active. AID 1832;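 active = inhibition past about -25% in most replicates, and total fluorescence under double the plate's negative control median, limit read from the data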;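 note: 0% = DMSO and -100% = 5 µM competing unlabeled TCR2 RNA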
MCL1-BIM inh = inhibitors of human MCL1 binding to BIM-BH3 peptide; GST-MCL1 / FITC-Bim-BH3 fluorescence polarization; inhibition, % at 10.9 µM; 0.68% of 320,000 active; AID 2057;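 active = inhibition above the mean inhibition of all tested compounds plus 3 SD, set per campaign, cut at about 40% in these data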;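 note: 0% = DMSO wells and 100% = unlabeled Bim-BH3 peptide control; higher means more loss of mP so more displacement of Bim peptide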
Target sequence (Q07820 whole entry, looked up): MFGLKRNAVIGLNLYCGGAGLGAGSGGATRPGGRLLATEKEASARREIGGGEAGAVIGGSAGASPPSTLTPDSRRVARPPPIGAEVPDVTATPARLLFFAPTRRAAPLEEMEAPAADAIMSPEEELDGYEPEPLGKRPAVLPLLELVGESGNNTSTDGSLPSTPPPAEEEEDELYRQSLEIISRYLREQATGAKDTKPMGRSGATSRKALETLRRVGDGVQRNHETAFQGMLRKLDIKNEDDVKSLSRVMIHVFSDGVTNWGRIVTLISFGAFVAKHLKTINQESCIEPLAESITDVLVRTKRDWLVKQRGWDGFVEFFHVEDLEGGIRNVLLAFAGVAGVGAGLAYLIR
BCLXL inh = blocks human Bcl-xL binding to Bim BH3 peptide | Q07817 | GST-Bcl-xL / FITC-Bim BH3 peptide fluorescence polarization | inhibition, % at 10.9 µM | 0.7% of 320,000 active | AID 2129;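 active = inhibition above the mean of all tested compounds plus 3 SD, cutoff set per campaign, cut at about 30% in these data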;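 note: 0% = DMSO wells and 100% = unlabeled Bim-BH3 peptide competitor; inhibitors lower millipolarization by displacing the labeled peptide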
EBNA-1 inh = blocks EBNA-1 binding to DNA; EBNA-1 DNA binding, fluorescence polarization; inhibition, % at 14.8 µM; 0.34% of 300,000 active; AID 1950; in the data active = inhibition above about 28%
Active calls of the source: *; . = no result given.

SMILES | GLD-1 RNA inh | ZTA counter | Fam108B inh | CR mimetic SO | Efflux pump mplx | MEX-5 binding | MCL1-BIM inh | BCLXL inh | EBNA-1 inh
Cc1ccc(C(=O)CSc2nc(O)cc(=O)[nH]2)cc1C | -4 | -4 | -4 | 95 | -0.2 | 2.6 | 4 | 0 | 0
CCn1c(COc2ccc(OC)cc2)nnc1SCc1nc2ccccc2c(=O)[nH]1 | -6 | 2 | 1 | 86 | 0.0 | 0.0 | 1 | 5 | 10
CC(NC(=O)c1ccccc1Cl)C(=O)O (stereo not drawn) | 9 | 16 | 3 | 94 | -0.1 | 1.0 | 2 | 2 | 9
CCOc1cccc(C(=O)NC(=S)Nc2ccc(Cl)cc2C(=O)O)c1 | 4 | 3 | -1 | 113 | -0.2 | -0.3 | 5 | 5 | -1
O=c1oc(-c2ccccc2NS(=O)(=O)c2ccc(Cl)cc2)nc2ccccc12 | -3 | 6 | 13 | 103 | -0.2 | 2.4 | 9 | 7 | 2
O=C(COC(=O)CN1C(=O)C2CCCCC2C1=O)NCc1ccc(Cl)cc1Cl (stereo not drawn) | 3 | -7 | . | 97 | 0.2 | . | -9 | -1 | .
CC1(C)CC(=O)C2=C(C1)NC(=O)NC2c1ccc([N+](=O)[O-])cc1 (stereo not drawn) | 10 | -11 | 2 | 109 | -0.2 | 1.5 | 0 | -1 | -6
O=C(c1ccccc1Cl)N1CCC(c2nc3c(nnn3Cc3ccco3)c(=O)[nH]2)CC1 | 3 | 3 | 0 | 104 | 0.1 | 0.8 | 3 | 5 | -2
CCc1ccc(N(C(=O)c2csnn2)C(C(=O)NCc2ccccc2)c2ccco2)cc1 (stereo not drawn) | 3 | -5 | 3 | 111 | 0.0 | . | 12 | 6 | 0
O=C(N/N=C/c1ccccn1)c1ccc(Br)o1 | 8 | 5 | 5 | 95 | -0.1 | -0.7 | 4 | 7 | -3
CCCCN(CC)S(=O)(=O)c1ccccc1 | 2 | -10 | 2 | 86 | 0.0 | -0.5 | 4 | 4 | 5
CCc1ccc(NC(=O)C2CCCN(S(=O)(=O)c3cnc[nH]3)C2)cc1 (stereo not drawn) | 61* | 17 | 1 | 118 | 0.0 | 0.9 | 7 | 2 | 6

Shown as a hit in GLD-1 RNA inh (from the list above):
| canonical_smiles | GLD-1 RNA inh | Efflux pump mplx | MEX-5 binding | MCL1-BIM inh | BCLXL inh | EBNA-1 inh |
| --- | --- | --- | --- | --- | --- | --- |
| CCc1ccc(NC(=O)C2CCCN(S(=O)(=O)c3cnc[nH]3)C2)cc1 (stereo not drawn) | 61* | 0.0 | 0.9 | 7 | 2 | 6 |

(next part)
SMILES | GLD-1 RNA inh | ZTA counter | Fam108B inh | CR mimetic SO | Efflux pump mplx | MEX-5 binding | MCL1-BIM inh | BCLXL inh | EBNA-1 inh
Clc1cccc(CN2CCN(c3ncccn3)CC2)c1Cl | 2 | -1 | 2 | 108 | 0.1 | -0.5 | -1 | 3 | 7
O=C(CN1CCN(c2ccccc2)CC1)NCc1ccc(F)cc1 | 0 | 7 | -3 | 91 | 0.7 | -0.6 | 0 | 0 | -1
CC(C)(C)NC(=O)C1CCCN(S(=O)(=O)c2ccc(-n3cnnn3)cc2)C1 (stereo not drawn) | -5 | -3 | -1 | 99 | 0.4 | 0.1 | -4 | 0 | 0
Cc1ccc(S(=O)(=O)N(Cc2ccc(Cl)cc2)c2ccccc2C(=O)O)cc1 | 0 | -1 | -2 | 81 | -0.1 | -1.3 | 3 | 9 | 3
CCC(C)(C)NC(=O)c1ccc2c(c1)N(CC(=O)NC1CCCC1)C(=O)C(C)(C)O2 | -5 | 6 | 5 | 96 | -0.1 | 0.2 | 1 | 5 | 8
Cn1c(=O)c2c(SCC(=O)N3CCCc4ccccc43)nc(C3CC3)nc2n(C)c1=O | -4 | -18 | 5 | 132 | -0.1 | -1.0 | 2 | 2 | -12
N#Cc1c(NCCCO)nc(-c2ccccc2)c2c1CCCC2 | 3 | -3 | 1 | 101 | -0.1 | 0.3 | 4 | 3 | -11
CC(=NCc1ccccc1)C1=C(O)COC1=O | 6 | -7 | 0 | 99 | 0.1 | -4.6 | 7 | 12 | -1
CC1CC2(CCCCC2)N2C(=O)C(=O)c3cccc1c32 (stereo not drawn) | 3 | 4 | 2 | 147 | 0.0 | -0.8 | 5 | 0 | 8
C=CCn1c2ccccc2c(=O)c2cc(C#Cc3cc(OC)cc(OC)c3)ccc21 | -1 | 3 | . | 104 | 0.2 | . | -3 | -4 | .
CC(Oc1ccc2c3c(c(=O)oc2c1)CCC3)C(=O)NCC1CCC(C(=O)O)CC1 (stereo not drawn) | -3 | 15 | -7 | 97 | 0.0 | -1.3 | 12 | 6 | -1
CCC(C)n1c(SCC(=O)NC2CCCC2)nc2ccccc2c1=O (stereo not drawn) | 11 | 10 | 0 | 108 | 0.0 | -1.4 | 5 | 8 | -4
Cc1nnc(NC(=O)CSc2nc3c(c(=O)n2CCc2ccccc2)SC(C)C3)s1 (stereo not drawn) | 6 | 9 | 4 | 102 | 0.3 | 1.3 | -8 | -4 | -1
COc1ccc(-c2cc(C(=O)NCCc3ccccc3)no2)cc1OC | -1 | 3 | -5 | 150 | -0.2 | 1.7 | -10 | -1 | -9
Cc1cccn2c(=O)c(/C=C(\C#N)S(=O)(=O)c3ccccc3)c(N3CCN(c4ccccc4)CC3)nc12 | 1 | -8 | -1 | 101 | 0.0 | -1.2 | 9 | 16 | -6
N#Cc1cnn2c(-c3ccc(Cl)cc3Cl)ccnc12 | 3 | 5 | 1 | 106 | 0.0 | 0.9 | 4 | 6 | 3
O=Cc1ccc(OCC(=O)Nc2ccccc2C(F)(F)F)cc1 | -2 | 0 | -3 | 110 | 0.2 | -1.3 | 2 | 3 | -4
COc1ccc(NC(=O)C(=O)NCCN2CCN(C(=O)c3cccs3)CC2)cc1 | 1 | 2 | -1 | 104 | 0.1 | 2.9 | 7 | 7 | 4
Cc1ccc(Cn2ccc(NC(=O)c3cc(-c4cccs4)on3)n2)cc1 | 5 | -11 | -8 | 138 | 0.5 | -0.6 | 2 | 0 | -8
O=c1c2cc(N3CCOCC3)ccc2[nH]c(=S)n1CCN1CCCC1 | 0 | 15 | -2 | 99 | 0.0 | 1.3 | -1 | -5 | 16
C#CCn1c(=NC(=O)c2cc(Cl)sc2Cl)sc2cc(S(N)(=O)=O)ccc21 | -5 | 2 | -40 | 94 | 0.5 | 3.1 | -24 | -7 | 22
CCCc1nc2ccc(NC(=O)c3ccco3)cc2c(=O)n1Cc1ccc(Cl)cc1 | 3 | 8 | -18 | 104 | 0.1 | 2.5 | 1 | 3 | 9
CC(C)c1ccc(/C=C2\SC(N3CCCC3)=NC2=O)cc1 | 2 | -4 | 0 | 109 | 0.2 | -2.3 | 4 | 3 | 6
Cc1nn(-c2ccccc2[N+](=O)[O-])c(=O)c2ccccc12 | 10 | 4 | -4 | 91 | 0.1 | -3.5 | 2 | 10 | -2
CCCNC(=O)CS(=O)(=O)c1ccccc1 | 1 | 9 | 2 | 95 | -0.1 | -0.7 | 2 | 7 | 16
CC1CCCC(C)N1C(=O)CSc1ccc(-c2ccc3c(c2)OCCO3)nn1 (stereo not drawn) | 3 | 17 | 3 | 82 | 0.0 | 0.4 | 8 | 6 | 11
COc1ccc(Cl)cc1NC(=O)CNc1ccc(F)cc1C | -2 | -6 | -1 | 88 | -0.5 | 1.3 | 19 | 9 | 0
COc1ccc(-c2nc3ccccc3n2OC(C)C(=O)O)cc1 (stereo not drawn) | -5 | 0 | 2 | 104 | 0.7 | -2.8 | 6 | 4 | -13
CCOc1ccc(C(=O)Nc2c(C(N)=O)oc3ccccc23)cc1 | 9 | 5 | -9 | 108 | -0.1 | 0.3 | -1 | 0 | 4
COc1ccc(NC2CCCN(C(=O)c3cc(CC(C)C)nc(N)n3)C2)cc1 (stereo not drawn) | 6 | -8 | -5 | 94 | 0.1 | . | 2 | 2 | -6
CC/C(Cc1ccccc1)=N/NC(=O)CCn1nnc2ccccc21 | -8 | -7 | -1 | 92 | -0.2 | -0.7 | -7 | 2 | 3
Cc1c(C(C)C[C@H](C)O)oc(=O)c2c1Oc1c(C)c(C(C)C[C@H](C)O)oc(=O)c1C2 (stereo partly drawn) | -5 | -6 | . | 98 | -0.1 | . | -8 | -6 | .
COc1ccccc1NS(=O)(=O)c1cccc(C(=O)NCC(c2ccco2)N(C)C)c1 (stereo not drawn) | 4 | 7 | -2 | 78 | -0.1 | -0.2 | -4 | 0 | -1
CSCCC(NC(=O)COc1ccccc1)C(=O)N(C)Cc1ccc(F)cc1 (stereo not drawn) | 0 | -14 | . | 83 | 0.1 | . | 3 | 8 | .
CC1CCCC(C(=O)OCc2ccccc2)N1 (stereo not drawn) | 3 | -2 | -5 | 99 | 0.1 | 1.9 | 5 | 0 | 2
O=C1NC(c2ccccc2)=C(c2nc3ccccc3s2)C(c2ccc(F)cc2)N1 (stereo not drawn) | 2 | -5 | -7 | 94 | 0.0 | 1.3 | 3 | 4 | 5
O=C(c1cnc2n(c1=O)CCS2)N1CCN(c2ccccc2F)CC1 | 1 | 12 | 1 | 82 | -0.3 | 0.7 | 3 | 6 | -4
CCNc1nc(C)c2cc(Br)c(=O)n(CC)c2n1 | 6 | 4 | -2 | 123 | -0.1 | -3.0 | 2 | 2 | 2
COC(=O)c1cccc(NC(=O)CC2C(=O)NCCN2C(=O)Nc2cc(C)cc(C)c2)c1 (stereo not drawn) | 3 | 2 | -9 | 105 | -0.2 | 2.1 | 3 | 2 | 9
COC(=O)CCCCCCCCCCN1CCCCC1 | -3 | -1 | 2 | 88 | -0.1 | 0.1 | -1 | 2 | -5
O=C(NCCS(=O)(=O)N1CCN(c2ccccc2)CC1)c1cccs1 | -4 | 9 | 1 | 88 | -0.1 | -2.0 | 4 | 2 | 0
O=c1[nH]c2ccccc2c2oc(CCl)nc12 | -2 | -4 | -1 | 102 | -0.1 | -0.6 | 1 | 0 | 5
COc1ccc(CNC(=O)C2CCN(C(=O)[C@@H]3Cc4ccccc4CN3)CC2)cc1 | -3 | -13 | -4 | 84 | 0.5 | -0.4 | 4 | -1 | -29
CSc1nc(NCC(C)C)c2c3c(sc2n1)CN(C)CC3 | -5 | -2 | 6 | 93 | 0.3 | -1.9 | 14 | 12 | -12
COc1nc(-c2ccccc2)c2c(c1C#N)CC(C)(C)OC2 | -2 | 10 | -2 | 105 | 0.1 | 0.2 | 3 | -2 | -14
N#Cc1nc(COc2ccc(Br)cc2)oc1N1CCCC1 | 3 | -1 | 1 | 83 | -0.1 | -2.2 | 4 | 3 | 7
Cc1ccc(Cl)cc1NC(=S)N(CCCN1CCN(C)CC1)Cc1ccco1 | 4 | -14 | 1 | 98 | -0.1 | -1.8 | 7 | 2 | 1
CCOC(=O)C1CCN(C(=O)Cn2cc(C#N)c3ccccc32)CC1 | -3 | 12 | 0 | 105 | 0.1 | 2.5 | 5 | 5 | 6
Cc1sc2nc(SCC(=O)Nc3c(C)n(C)n(-c4ccccc4)c3=O)n(C)c(=O)c2c1C | 4 | -26 | 6 | 93 | 0.0 | -1.3 | 14 | 14 | -12
C=CCN1CCc2c(cc(O)c(O)c2Cl)C(c2ccccc2)C1 (stereo not drawn) | 2 | 13 | -3 | 84 | -0.1 | -0.8 | 9 | 7 | 7
O=C(O)CCC(=O)Nc1ccc(Br)cc1C(=O)c1ccccc1Cl | 1 | -9 | 2 | 111 | -0.1 | -0.3 | 1 | 1 | 8
Cc1ccc(N(CC(=O)NCCc2ccccc2)S(=O)(=O)c2c(C)noc2C)cc1 | 7 | 4 | -3 | 119 | 0.0 | 2.2 | 5 | 2 | -5

This is a random part of the collection; overall some 2.3% were active at least once.
